Screens: PubChem BioAssay, several laboratories
dFosB activator: enhances mouse delta FosB homodimer DNA binding. actives 0.99% (n = 340,000). activation, % at 25 µM. AID 493131. P13346. purified delta FosB, TAMRA-CDK5 oligo fluorescence polarization; percent of positive-control signal above neutral wells;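 active = mean activation above about 17%, with every replicate also reaching it, limit read from the data, passing the limit was not always enough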;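 note: fluorescence polarization rise as delta FosB binds a TAMRA Cdk5 AP-1 oligo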
Target sequence (P13346 whole entry, looked up): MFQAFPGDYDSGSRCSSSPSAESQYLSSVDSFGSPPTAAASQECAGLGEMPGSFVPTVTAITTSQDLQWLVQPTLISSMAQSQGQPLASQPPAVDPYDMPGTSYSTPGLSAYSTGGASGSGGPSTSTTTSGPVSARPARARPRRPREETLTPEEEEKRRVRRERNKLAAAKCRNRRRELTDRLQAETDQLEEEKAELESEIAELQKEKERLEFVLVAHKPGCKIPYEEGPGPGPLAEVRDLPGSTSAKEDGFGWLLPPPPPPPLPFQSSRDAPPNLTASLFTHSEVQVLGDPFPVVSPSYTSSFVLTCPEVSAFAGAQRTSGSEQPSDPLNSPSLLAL
MITF act: increases MITF-driven TRPM1 promoter luciferase signal | SK-MEL-5 TRPM1-promoter luciferase, 24 h; % of positive control, neutral wells = 0 | activation, % at 12.5 µM | actives 0.75% (n = 300,000);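 active = mean activation of at least 80% with every replicate also reaching 80%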;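 note: 0% = neutral control wells and 100% = parthenolide positive control wells; values of inactives mirror those of a sister screen read the other way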
Rtt109 Vps75: blocks Candida albicans Rtt109/Vps75 acetyltransferase activity; purified Rtt109/Vps75, ThioGlo CoA-SH fluorescence, 4 h; inhibition, % at 34.9 µM; actives 0.16% (n = 330,000); AID 540336;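 active = inhibition of at least 50% in every replicate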
CDK5 p35 inh: CDK5/p35 (human) kinase inhibition; Q00535+Q15078; Recombinant CDK5/p35, ADP-Glo luminescence, 60 min; inhibition, % at 10 µM; actives 0.01% (n = 330,000); AID 488839;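 active = highest replicate inhibition of at least 50% and at least 75% of replicates reaching 50%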;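 note: plate controls were DMSO neutral control for no effect and GW8510 at 10 µM for full effect; many of its hits are not listed in these tables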
Target sequence (Q00535 whole entry, looked up): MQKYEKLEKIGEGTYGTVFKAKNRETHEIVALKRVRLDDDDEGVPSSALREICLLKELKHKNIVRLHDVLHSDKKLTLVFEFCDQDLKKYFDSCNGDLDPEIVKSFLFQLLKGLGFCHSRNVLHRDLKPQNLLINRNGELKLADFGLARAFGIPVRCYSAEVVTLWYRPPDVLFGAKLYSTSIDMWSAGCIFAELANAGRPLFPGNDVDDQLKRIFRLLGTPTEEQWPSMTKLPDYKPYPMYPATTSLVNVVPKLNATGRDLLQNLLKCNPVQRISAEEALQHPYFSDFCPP
Target sequence (Q15078 whole entry, looked up): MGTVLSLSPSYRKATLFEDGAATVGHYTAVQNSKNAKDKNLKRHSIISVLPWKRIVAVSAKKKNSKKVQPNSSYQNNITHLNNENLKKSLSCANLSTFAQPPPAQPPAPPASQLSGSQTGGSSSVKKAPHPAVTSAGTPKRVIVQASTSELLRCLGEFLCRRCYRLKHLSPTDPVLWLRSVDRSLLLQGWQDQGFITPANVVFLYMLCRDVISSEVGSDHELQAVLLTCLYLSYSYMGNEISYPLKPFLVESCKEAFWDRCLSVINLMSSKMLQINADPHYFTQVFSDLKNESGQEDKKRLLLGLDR
Tat transport: inhibitors of E. coli Tat protein transport; E. coli MC4100 TorA-mCherry Tat export, fluorescence; inhibition, % at 10 µM; actives 0.036% (n = 340,000); AID 488895;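 active = mean replicate inhibition at least 50% and at least half of replicates individually reaching 50%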;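 note: exported cargo escapes ClpAP degradation while cytoplasmic cargo is degraded and loses fluorescence; 0% = median of neutral control wells and 100% = median of NaSCN control wells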
V-ATPase pH: regulators of yeast V-ATPase proton transport | S. cerevisiae, pHLuorin cytosolic pH fluorescence | response, % at 10 µM | actives 0.37% (n = 350,000) | AID 504577; in the data active = response mostly above about 7.3%, no sharp cut-off; inactive = mostly below about 5.4%; note: actives read high; inactives centre near 0; some compounds called inactive have numbers as strong as hits
cardiac RTF act: increases calcium sensitivity of human cardiac regulated thin filaments; P19429+P45379; IANBD-labeled TnC RTF fluorescence at EC20 calcium; 0% EC20 calcium, 100% full calcium; activation, % at 7.2 µM; actives 0.24% (n = 340,000); AID 493008;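 active = activation above the mean over all tested compounds plus 3 SD, cut at about 30% in these data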;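 note: rise in fluorescence read as greater calcium sensitivity of cardiac thin filaments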
CAL PDZ FP-1: inhibitors of human CAL PDZ peptide binding. Q9HD26. purified CAL PDZ, TMR-peptide fluorescence polarization, 1 h. inhibition, % at 24.9 µM. actives 0.92% (n = 300,000). AID 602252;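 active = mean inhibition of at least 30% with at least half of replicates also reaching 30%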;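 note: 0% = DMSO neutral control and 100% = excess unlabeled competitor peptide PRC23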
Wnt act: Wnt/beta-catenin pathway activation; Wnt/beta-catenin reporter cell assay, activator, plate reader; activation, % at 9.35 µM; actives 1.2% (n = 300,000); AID 743398; in the data active = activation above about 30%, passing the limit was not always enough;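 note: 0% = neutral control wells and 100% = positive control wells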
CAL PDZ FP-2: human CAL PDZ-peptide interaction inhibition; Q9HD26; inhibition, % at 20 µM; purified CAL PDZ, TMR-peptide fluorescence polarization, 1 h; actives 0.02% (n = 330,000); AID 504414;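 active = highest replicate inhibition of at least 40%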;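 note: plate controls were DMSO neutral control wells for no effect and unlabeled competitor peptide control wells for full effect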
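material = purified tagged CAL PDZ domain construct (CerCALP) | buffer or medium = sodium phosphate/NaCl buffer pH 7.4 with TCEP, IgG, Thesit | reagent = TMR-labelled reporter peptide T*-PRC34 bound in PDZ groove | incubation = 1 h room-temperature incubation prior to read | measured by = fluorescence polarization (mP) | evaluation = percent inhibition from loss of millipolarization | control set = unlabelled peptide and DMSO controls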
An asterisk follows results filed as active; · = not tested or not shown.

SMILES	dFosB activator	MITF act	Rtt109 Vps75	CDK5 p35 inh	Tat transport	V-ATPase pH	cardiac RTF act	CAL PDZ FP-1	Wnt act	CAL PDZ FP-2
CCN(C(=S)Nc1cc(S(=O)(=O)N2CCOCC2)ccc1Cl)c1cccc2ccccc12	-13	-15	3	-0.8	7	-1	0	-1	-1	-1.7
Fc1ccc(/C=C2\CCCC3=C2Nc2ncnn2C3c2ccc(F)cc2)cc1 (stereo unspecified)	-4	·	-1	-1.0	-2	6	4	-4	·	-2.4
CC1(C)Cc2cccc(OCC(=O)N3CCN(S(=O)(=O)c4ccc(F)cc4)CC3)c2O1	-7	·	10	-0.3	3	5	2	4	-2	-3.4
O=C(c1ccc(N2CCN(C(=O)c3ccc(F)cc3F)CC2)cc1)c1cccc(F)c1	2	-16	-14	1.8	6	2	-2	0	-2	-2.6
Cc1ccc(C)c(NS(=O)(=O)c2cc(C(=O)NCc3ccco3)ccc2C)c1	-7	-3	4	-1.4	11	6	0	-9	·	-1.3
Cc1ccc(S(=O)(=O)N2CCCCC2)cc1NC(=O)COc1ccccc1F	-7	7	4	-0.7	3	1	1	·	-2	-1.4
c1ccc(-c2ccccc2OCCN2CCCCC2)cc1	5	17	-12	-2.5	-6	1	1	4	·	-2.4
CCOc1ccc(CCNC(=O)Cn2ccc3cc(S(=O)(=O)N4CCCC4)ccc32)cc1	-6	1	-4	-1.6	7	2	-3	2	-1	-0.8
CC(C)(C)NC(=O)CCC1COc2ccccc2O1 (stereo unspecified)	-3	-2	-4	0.1	-1	3	-1	-5	·	-1.9
CN(C(=O)CSc1nc(N)cc(N)n1)C1CCS(=O)(=O)C1 (stereo unspecified)	3	7	-4	-0.9	-9	-4	3	1	-1	-0.8
COc1cccc(C2CC(c3ccc(NS(C)(=O)=O)cc3)=NN2C(=O)c2ccccc2)c1OC (stereo unspecified)	-3	1	·	2.4	-12	·	-1	-5	-7	-3.1
Cc1nc(CSc2nsc(C)c2C#N)cs1	0	22	·	2.3	3	0	-4	-3	9	-2.1
CCCCc1nc(SCCOC)c2c(=O)n(C)c(=O)n(C)c2n1	-23	14	-9	-1.0	5	-4	-1	7	0	-4.6
COc1cc(NC(=O)c2ccc(Cl)cc2)c(OC)cc1NC(=O)CN1CCCCC1	-6	27	-8	0.4	-3	0	·	-1	0	0.3
O=C(CNC(=O)Cn1ccc2ccccc2c1=O)NCCCN1CCN(c2cccc(Cl)c2)CC1	-9	0	-7	1.7	26	-4	-7	3	1	-0.2
CCCOc1ccc(-c2c(=O)n(OCC(=O)OCC)c3ccccc3[n+]2[O-])cc1	-7	·	-3	0.1	-3	-4	-2	-2	0	-3.6
COc1cccc(C2(O)CCN(CC(=O)NCC3CC3)CC2)c1	-18	5	-2	-1.0	-9	3	5	-4	-1	-0.5
CSCc1c(C(=O)N2CCCc3ccccc32)oc2ccccc12	-4	-8	0	0.1	8	-3	3	-1	-2	-0.8
CCCCOc1ccc(-c2n[nH]c(=S)n2Cc2ccccc2)cc1	-1	-9	-1	-1.7	-8	3	7	2	-2	-1.1
O=C(OCC(=O)N1CCc2ccccc21)c1cccnc1	-9	-8	-2	0.9	-8	1	-1	7	·	-0.2
N#CCCNC(=O)Cn1c(COc2ccc(Cl)cc2)nc2ccccc21	-8	-3	-3	2.3	-1	9	-3	-4	1	-1.7
O=C(N/N=C/c1ccco1)c1cc(-c2ccccc2)n[nH]1	-10	11	-8	0.6	-5	0	-1	-1	3	-1.6
CCCCOc1ccc(CN2CCSCC2)cc1	5	·	4	-1.0	-2	-4	-1	7	-4	-0.5
COc1ccc(-c2csc(NC(=O)c3cc(=O)c4ccccc4o3)n2)cc1OC	-2	29	1	-5.8	-13	-1	6	·	2	-2.6
CSc1nc(C)nc(N/C=C(\C#N)S(=O)(=O)c2ccccc2Cl)n1	-10	-15	0	-0.2	5	-3	20	2	-4	-0.2
COC(=O)C1=C(C)N(c2ccc(S(N)(=O)=O)cc2)C(=O)C1	-4	0	28	0.1	-4	-2	4	-3	·	0.4
COC(=O)c1cccc(-n2cnnn2)c1	1	·	4	-1.1	-7	1	8	-3	0	-3.6
O=C(CSc1cccc2cccc(Cl)c12)NCc1cccs1	-6	-7	4	1.5	3	-2	1	3	4	-2.1
C=CCN(C(=O)Nc1ccc(OC)cc1)c1nnc(-c2ccncc2)s1	3	·	3	0.5	-8	-2	1	-12	1	-1.5
CCSc1nnc(NC(=O)[C@H](C)N2C(=O)C3CC=CCC3C2=O)s1 (stereo partly specified)	-7	3	6	-7.5	-7	0	-3	·	-1	0.7
CCCCC(=O)OCC(=O)c1[nH]c(C)c(C(C)=O)c1C	-4	29	-12	0.6	5	2	1	·	1	0.0
O=C(CCc1ccccc1)NCCCNC(=O)CCc1ccccc1	-1	-12	-3	2.6	6	3	-7	-3	1	-0.8
O=C(Cc1ccccc1[N+](=O)[O-])NCc1ccc2c(c1)OCO2	0	23	-1	-0.8	-6	2	0	-6	18	-0.4
CC1(C)CC(=O)C2=C(C1)Nc1ncnn1C2c1ccccn1 (stereo unspecified)	-7	4	2	-1.9	2	1	-9	2	·	-2.0
CCN(c1ccccc1)S(=O)(=O)c1ccc(Cl)c(C(=O)OCC(=O)c2[nH]c(C)c(C(C)=O)c2C)c1	-5	11	5	-0.1	1	0	1	-1	-4	0.2
O=C1C2C3C=CC(CC3)C2C(=O)N1/N=C/c1c[nH]c2ccccc12 (stereo unspecified)	-5	50	-8	1.7	-2	2	14	4	1	0.0
CCCN1CCN(CCCNC(=O)c2ccc3nc(N4CCCCC4)sc3c2)CC1	-5	22	-10	0.1	4	4	8	·	-1	-1.3
COCc1ccc(C(=O)N2CCCC(CCC(=O)NCc3ccccc3F)C2)o1 (stereo unspecified)	-1	5	-3	2.1	-7	-3	0	-2	-2	-0.8
CN1CCN(NC(=O)c2cccc(F)c2)CC1	-8	2	-4	-3.8	-9	-2	0	3	-1	-2.7
C=CCc1ccc(OCC(O)CN2CCC(Cc3ccccc3)CC2)c(OC)c1 (stereo unspecified)	11	-22	14	2.4	-7	-8	1	-2	·	-1.9
CN(C)/C=C/C1=C([N+](=O)[O-])C(c2cccc([N+](=O)[O-])c2)NC(=O)N1 (stereo unspecified)	-3	6	1	0.9	-8	3	0	-6	-2	-2.6
NC(=O)NOCc1c(F)cccc1Cl	4	10	0	0.1	-12	1	·	6	-1	-0.6
Cc1ccn2c(c1)nc(=O)c1cc(S(=O)(=O)N3CCCCC3)ccc12	-2	1	-16	-7.6	4	-77	-4	-2	-1	-2.8
Cc1ccccc1N(CC(=O)N1CCCCCC1)S(C)(=O)=O	-5	-9	-10	-0.8	-1	3	-4	3	12	-1.5
COc1ccc(C(CNC(=O)c2ccc(OCC3CCCO3)cc2)N2CCOCC2)cc1 (stereo unspecified)	-8	-1	-1	0.2	1	-1	1	1	·	-1.6
CC(C)C(=O)NCc1cc(-c2ccc(Cl)cc2)no1	-2	11	-8	1.4	6	2	-6	·	3	-0.2
CCc1cc2c(-c3ccccc3)cc(=O)oc2cc1OCC(C)=O	-24	·	-4	0.3	-3	3	8	23	0	-0.9
Cc1ccc(P(=O)(CC(=O)O)c2ccc(C)cc2)cc1	5	6	2	-1.6	-2	-1	0	0	-2	-0.4

Complete entries from above. Order of values: dFosB activator	MITF act	Rtt109 Vps75	CDK5 p35 inh	Tat transport	V-ATPase pH	cardiac RTF act	CAL PDZ FP-1	Wnt act	CAL PDZ FP-2
COc1cccc(C2CC(c3ccc(NS(C)(=O)=O)cc3)=NN2C(=O)c2ccccc2)c1OC (stereo unspecified) in the list: -3	1	·	2.4	-12	·	-1	-5	-7	-3.1
Cc1ccccc1N(CC(=O)N1CCCCCC1)S(C)(=O)=O in the list: -5	-9	-10	-0.8	-1	3	-4	3	12	-1.5
C=CCc1ccc(OCC(O)CN2CCC(Cc3ccccc3)CC2)c(OC)c1 (stereo unspecified) in the list: 11	-22	14	2.4	-7	-8	1	-2	·	-1.9

Further entries.
SMILES	dFosB activator	MITF act	Rtt109 Vps75	CDK5 p35 inh	Tat transport	V-ATPase pH	cardiac RTF act	CAL PDZ FP-1	Wnt act	CAL PDZ FP-2
O=C(C1CCCN(S(=O)(=O)c2ccc(F)cc2)C1)N1CCCC1 (stereo unspecified)	2	-2	6	-0.9	2	-6	3	-2	-3	-0.6
O=C(NCc1ccncc1)c1ccc(NS(=O)(=O)c2ccc(F)cc2)cc1	0	·	3	-0.7	5	3	4	-4	-3	0.7
CCOC(=O)c1cc(CC)sc1NC(=O)COC(=O)c1ccccn1	-7	-2	-2	-2.1	-2	1	-7	·	3	-4.7
CCOC(=O)c1c(CC(C)C)csc1NC(=O)CCl	-3	-16	-11	0.8	-1	0	-4	-2	-2	-0.2
O=C(O)CCC(=O)N1CCN(c2cccc(Cl)c2)CC1	-2	-1	2	1.7	4	-1	5	-3	0	·
COc1ccc(C(=O)COC(=O)c2ccccn2)c(OC)c1	-11	66	18	2.5	2	1	-2	·	-4	0.7
O=C1C=C(c2cccc(Cl)c2)C[C@@H](c2ccc3c(c2)OCO3)C1	6	-3	-10	0.8	-4	-2	-1	0	1	-1.7
CC1(C2CC2)NC(=O)N(CC(=O)Nc2cc(S(=O)(=O)N3CCCCC3)ccc2Cl)C1=O (stereo unspecified)	-5	7	-14	1.6	9	3	-5	3	-4	-1.5
CCCN1CCC(=O)N([C@H](CSc2ccc(C)cc2)Cc2ccccc2)CC1	3	8	3	2.5	5	8	2	-4	-2	-0.8
COC(=O)CSc1nnc(-c2cccnc2)n1-c1cccc(OC)c1	-5	1	3	1.0	-7	-1	2	-4	-5	-2.8
COc1ccc(Cl)cc1NC(=O)c1ccoc1C	5	-13	10	-3.1	1	1	-1	-3	·	-0.5
O=C(OCC(=O)N1CCN(c2ccccc2)CC1)c1ccccn1	-3	-10	3	0.2	-12	-6	-7	0	1	-1.8
COCCN(Cc1nnc(-c2cccs2)o1)C(=O)CN1C(=O)NC2(CCCCC2)C1=O	-6	11	·	3.9	-5	0	1	-2	-1	-1.2
Cc1ccc2[nH]c(=O)c(CN(Cc3cccnc3)Cc3nnnn3CCN3CCOCC3)cc2c1	-8	-7	-3	-0.3	-3	-3	-2	4	-3	0.0
CCc1ccc(NC(=O)N2CCc3ccccc3C2)cc1	-10	47	12	1.3	0	-4	-4	0	27	-3.3
CCC1=NN2C(=N)/C(=C/c3ccc(OS(=O)(=O)c4ccccc4)cc3)C(=O)N=C2S1	-13	6	10	0.4	3	-1	7	-2	·	-3.0
CCOc1ccc(C2/C(=C(/O)c3ccc(S(=O)(=O)N4CCCCC4)cc3)C(=O)C(=O)N2CCCOC)cc1OC (stereo unspecified)	-10	3	-4	0.4	-6	3	1	-2	2	-0.7
C=Cn1cc[n+](CC(=O)C(C)(C)C)c1	-2	-4	·	-1.4	0	-3	-2	1	-2	-3.7
COc1cccc(CNC(=O)C23CN(Cc4ccccc4)CC2C(c2ccc([N+](=O)[O-])cc2)=NO3)c1 (stereo unspecified)	-3	12	-5	-1.0	2	0	-1	-3	-3	0.0
